PAX8 reporter: PAX8 transcriptional activity inhibition; RMG-I TPO-luciferase reporter, SteadyGlo, 24 h; inhibition, % at 12.6 µM; 360,000 compounds, 1.2% hits; AID 652154;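 active means mean replicate inhibition at least 60% with every replicate also reaching 60%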;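 further: luciferase light reporting Pax8 driven TPO promoter activity; plate controls were median of neutral control wells for no effect and mitoxantrone controls for full effect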
Cneo AK release: Cryptococcus neoformans lysis via adenylate kinase release. C. neoformans lysis, adenylate kinase release luminescence, 4 h; normalised: neutral wells 0, clomiphene wells 100. lysis activity, % at 15 µM. 360,000 compounds, 0.2% hits;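 active means mean lysis activity across replicates of at least 80%, whatever share of replicates individually reach that level; inactive means mean lysis activity below 80%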
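Material – Cryptococcus neoformans yeast cells · Quantity – 5 × 10^6 yeast cells/mL · Buffer or medium – YPD medium · Compound – single dose · Timing – 4 h static compound exposure, 37 °C, read 1 h post-reagent · Signal – adenylate kinase release luminescence · Read-out basis – lysis from increased AK signal · Benchmarks – Clomiphene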
LGR2 antag: inhibitors of bursicon-induced Drosophila LGR2 receptor cAMP signaling | HEK293 LGR2, CRE-luciferase, bursicon-stimulated, 4 h | inhibition, % at 9.99 µM | 380,000 compounds, 0.35% hits | AID 720647;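 active means drop in luminescence signal, shown as inhibition above about 50% in the replicate tests, limit read from the data, passing the limit was not always enough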;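 further: agonist challenge used bursicon conditioned medium at about half maximal strength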
EWS-Fli block: blocks EWS/Fli oncoprotein-driven transcription; inhibition, % at 12.6 µM; A673 NR0B1-luciferase reporter, viability-normalised; 350,000 compounds, 0.67% hits;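 active means mean inhibition of at least 50% after viability correction, with every replicate also passing that limit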;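 further: firefly luciferase signal divided by Alamar Blue viability fluorescence both relative to DMSO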
PGC1a acetyl inh: lowers PGC1a acetylation signal in U2OS cells; AID 651687; AlphaScreen anti-acetyl-lysine; with virally co-expressed GCN5 acetyltransferase; 350,000 compounds, 0.17% hits; inhibition, % at 15.6 µM;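 active means every replicate shows inhibition of at least 40%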;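 further: 0% = neutral control wells and 100% = positive control wells; some results beyond the cut were filed as inactive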
miR122 inh: inhibitors of miR-122 in Huh7 cells; 340,000 compounds, 0.3% hits; Huh7 miR-122 Renilla luciferase sensor, 48 h; neutral wells = 0, positive control = 100; AID 602342; activation (reporter increase), % at 12.5 µM;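 active means mean replicate activation score at least 90 and every replicate individually at or above 90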;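 further: higher luciferase means less miR-122 activity so hits act as miR-122 inhibitors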
CASP6 VEID inh: blocks human caspase-6 cleavage activity; P55212; 350,000 compounds, 0.53% hits; inhibition, % at 12.5 µM; purified caspase-6, Z-VEID-R110 cleavage fluorescence;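 active means mean inhibition across replicates at least about 35%, with every replicate also reaching that limit, limit read from the data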;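 further: 0% = median of neutral control wells and 100% = no fluorescence left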
Target sequence (P55212 24-179 limits assumed): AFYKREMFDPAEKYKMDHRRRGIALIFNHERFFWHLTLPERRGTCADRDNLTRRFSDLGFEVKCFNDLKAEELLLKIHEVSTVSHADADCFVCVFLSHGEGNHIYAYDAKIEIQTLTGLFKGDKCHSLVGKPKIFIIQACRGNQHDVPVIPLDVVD
Target sequence (P55212 194-293 limits assumed): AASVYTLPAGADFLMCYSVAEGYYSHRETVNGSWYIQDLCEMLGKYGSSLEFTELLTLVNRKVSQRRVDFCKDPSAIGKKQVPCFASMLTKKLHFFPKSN
FN deposition inh: fibronectin deposition inhibition; AH1F fibroblasts, Alexa488-fibronectin deposition fluorescence, overnight; inhibition, % at 12.6 µM; 350,000 compounds, 0.086% hits; AID 743247;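 active means mean inhibition across replicates of 30% or more, regardless of how many single replicates reach that level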;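 further: positive control wells lacked labelled fibronectin entirely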
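Assay system: AH1F fibroblast monolayer, labelled fibronectin deposition. Amount: 10000 cells per well. Also added: labelled fibronectin 24 nM. Compound: single-point pinned compound. Incubation: cell attachment 1 h, compound and FN exposure overnight. Detection: fluorescence after three HBSS washes, excitation 485 nm, emission 525 nm. Read-out: inhibition of fibronectin deposition signal.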
Numbers without * were called inactive; / = not tested or not shown; & = joins results of further samples; [ ] = another dose, or the depositor's remark.

1	COCCCN1C(=O)C(CC(=O)NCC2CCCCC2)CC(C(=O)N(C)C)=C1C (centres undefined)
2	Cc1ccc([C@H]2N[C@]3(CCCN(Cc4ccc(Br)cc4)C3=O)[C@H]3C(=O)N(C)C(=O)[C@@H]23)cc1
3	O=C(CN1C(=O)S/C(=C\C=C\c2ccccc2)C1=O)N1CCOCC1
4	CNC(=O)N(O)C1N(c2ccccc2)C(=S)SC1(C)C (centres undefined)
5	C[C@H]1CN([C@@H](C)CO)C(=O)c2cccc(NS(C)(=O)=O)c2O[C@H]1CN(C)S(=O)(=O)c1ccc(F)cc1
6	COc1ccc(S(=O)(=O)N[C@@H]2CC[C@@H](CC(=O)N3CCN(c4ccccc4)CC3)O[C@@H]2CO)cc1
7	COc1ccc(NC(=O)C2(C)CCN2Cc2cccc(OC)c2OC)cc1OC (centres undefined)
8	CCCCc1c(C)nc2ccc(OC)cc2c1SCCC(=O)O
9	COc1ccc(NC(=O)c2cc(S(=O)(=O)N3CCCCC3)c[nH]2)cc1Cl
10	COC(=O)COc1ccc2cc(-c3ccccc3)c(=O)oc2c1

assay / entry,1,2,3,4,5,6,7,8,9,10
PAX8 reporter,-6,4,-20,-13,/,-2,24,2,15,2
Cneo AK release,-3,0,-5,-1,/,1,0,11,-2,0
LGR2 antag,8,/,3,8,-8,0,-3,11,9,-53
EWS-Fli block,1,5,-33,/,-3,9,-2,16,13,2
PGC1a acetyl inh,-7,-6,1,/,-6,-2,-2,5,-12,6
miR122 inh,-6,-4,-6,/,-1[16.7 µM],/,-8,25,12,3
CASP6 VEID inh,0,10,-3,/,/,1,-1,19,1,-3
FN deposition inh,-11,-3,2,-6,/,-11,-3,-1,-1,-3

11	COc1ccc(OC)c(C2=NS(=O)(=O)N(C)C(C(=O)NCc3cccs3)=C2)c1
12	C[C@@H]1CN([C@H](C)CO)C(=O)c2cccc(NS(=O)(=O)c3ccccc3)c2O[C@H]1CN(C)Cc1ccncc1
13	CCOCC(O)CNC(=O)c1ccc(OC2CCN(C(=O)c3cccnc3)CC2)cc1 (centres undefined)
14	Cn1ccnc1CC(C)(O)c1ccccc1 (centres undefined)
15	C[C@H](CO)N1C[C@H](C)[C@H](CN(C)S(=O)(=O)c2ccc(F)cc2)Oc2ncc(Br)cc2C1=O
16	CN1CCC(N(C)CC(=O)Nc2ccc3c(c2)OC(F)(F)O3)CC1
17	CC1(C)Cc2ccccc2-c2[nH]c(=S)[nH]c(=O)c21
18	CCN(C(=O)COC(=O)CCC(=O)c1cccs1)C1CCCCC1
19	COc1ccc(Cl)cc1-c1nc(SCC(=O)NC(C)C(C)C)n[nH]1 (centres undefined)
20	O=C(O)c1cc2ccc(O)cc2oc1=O

assay / entry,11,12,13,14,15,16,17,18,19,20
PAX8 reporter,7,-31,29,-22,-6,3,-12,4,6,-15
Cneo AK release,2,2,0,11,2&3&4,-1,3,-4,2,/
LGR2 antag,-7,5,-13,9,6&10,12,10,-13,26,-10
EWS-Fli block,0,-9,0,2,3&3&-1,7,9,-3,-4,-1
PGC1a acetyl inh,/,2,-2,-9,6&-3&-6,0,8,6,4,1
miR122 inh,/,0[16.7 µM],/,-3,-2,-3,-4,-10,2,-2
CASP6 VEID inh,-1,1,-3,-2,4&5&3,-7,-4,2,3,7
FN deposition inh,11,/,5,-2,-4&3,-4,-2,-10,8,-8

21	CN(C)c1ccc(-c2nnc(-c3cccnc3)o2)cc1
22	OC[C@@H]1Nc2ccc(-c3ccccc3)cc2[C@H]2[C@@H]1CCN2Cc1ccc(F)cc1
23	O=C(NNC(=O)C1CC(c2cccs2)=NO1)Nc1ccccc1 (centres undefined)
24	C[C@@H]1CN([C@H](C)CO)C(=O)c2cccc(NC(=O)c3cnccn3)c2O[C@H]1CN(C)Cc1ccccc1
25	COc1ccc(C2=NS(=O)(=O)N(C)C(C(=O)NC3CCCC3)=C2)cc1OC
26	CCn1c(SCC(=O)NC2=NCCS2)nnc1C(C)NC(=O)c1ccc(Cl)cc1 (centres undefined)
27	COc1ccc(/C=C(\C#N)C(=O)Nc2cc(S(=O)(=O)N3CCOCC3)ccc2N2CCCC2)cc1
28	O=C1CCC(=O)N1N1C(=O)C2C3c4ccccc4C(c4ccccc43)C2C1=O (centres undefined)
29	CCOC(=O)c1sc(Nc2nc3c(OC)cccc3s2)nc1C
30	Cn1c(=O)c([N+](=O)[O-])c(N2CCN(Cc3ccc4c(c3)OCO4)CC2)c2ccccc21

assay / entry,21,22,23,24,25,26,27,28,29,30
PAX8 reporter,-4,22,-3,5,-3,-1,9,-8,/,34
Cneo AK release,0,-1,0,-2,-1,1,6,/,-1,-3
LGR2 antag,-29,-7,16,0,-20,-6,20,/,/,/
EWS-Fli block,-77,7,2,2,0,-6,4,-4,/,15
PGC1a acetyl inh,7,-22,4,8,-16,/,-8,-1,-4,-3
miR122 inh,-5,9[16.7 µM],-6,11[16.7 µM],-8,/,-3,-2,7,-1
CASP6 VEID inh,-2,-1,-2,1,-1,1,2,-3,/,26
FN deposition inh,-2,-17,/,/,-3,9,-3,-6,-37,1

Some of these compounds in order of length of the SMILES, ascending:
20	O=C(O)c1cc2ccc(O)cc2oc1=O
21	CN(C)c1ccc(-c2nnc(-c3cccnc3)o2)cc1
29	CCOC(=O)c1sc(Nc2nc3c(OC)cccc3s2)nc1C
23	O=C(NNC(=O)C1CC(c2cccs2)=NO1)Nc1ccccc1 (centres undefined)
18	CCN(C(=O)COC(=O)CCC(=O)c1cccs1)C1CCCCC1
25	COc1ccc(C2=NS(=O)(=O)N(C)C(C(=O)NC3CCCC3)=C2)cc1OC
22	OC[C@@H]1Nc2ccc(-c3ccccc3)cc2[C@H]2[C@@H]1CCN2Cc1ccc(F)cc1
30	Cn1c(=O)c([N+](=O)[O-])c(N2CCN(Cc3ccc4c(c3)OCO4)CC2)c2ccccc21
27	COc1ccc(/C=C(\C#N)C(=O)Nc2cc(S(=O)(=O)N3CCOCC3)ccc2N2CCCC2)cc1
24	C[C@@H]1CN([C@H](C)CO)C(=O)c2cccc(NC(=O)c3cnccn3)c2O[C@H]1CN(C)Cc1ccccc1

assay / entry,20,21,29,23,18,25,22,30,27,24
PAX8 reporter,-15,-4,/,-3,4,-3,22,34,9,5
Cneo AK release,/,0,-1,0,-4,-1,-1,-3,6,-2
LGR2 antag,-10,-29,/,16,-13,-20,-7,/,20,0
EWS-Fli block,-1,-77,/,2,-3,0,7,15,4,2
PGC1a acetyl inh,1,7,-4,4,6,-16,-22,-3,-8,8
miR122 inh,-2,-5,7,-6,-10,-8,9[16.7 µM],-1,-3,11[16.7 µM]
CASP6 VEID inh,7,-2,/,-2,2,-1,-1,26,2,1
FN deposition inh,-8,-2,-37,/,-10,-3,-17,1,-3,/

(list continues)
31	Cc1cc(C)n2c(Nc3ccc4c(c3)OCCO4)c(-c3ccc(C)o3)nc2n1
32	O=C(NC(=S)Nc1nc(-c2ccccc2)cs1)c1ccco1
33	O=C(NCCCn1ccnc1)C(=O)NCC1OCCCN1S(=O)(=O)c1ccc(F)cc1 (centres undefined)
34	CSCCC(NC(=O)c1cc([N+](=O)[O-])ccc1Cl)C(=O)O (centres undefined)
35	Cc1oc2cc(O)ccc2c(=O)c1Oc1ccc2ccccc2c1
36	CNC[C@H]1OCCCC[C@@H](C)Oc2ccc(NC(=O)Nc3cccc4ccccc34)cc2C(=O)N([C@H](C)CO)C[C@H]1C
37	CC(C)C#Cc1ccc2c(c1)O[C@@H](CN(C)CC1CC1)[C@@H](C)CN([C@H](C)CO)S2(=O)=O
38	CCOc1ccc(C(=O)NCc2ccccc2)cc1Br
39	CCCC(=O)Nc1ccc2c(c1)C(=O)N(C)C[C@@H](OC)[C@H](C)CN(Cc1ccccc1C(=O)O)[C@H](C)CO2
40	COc1ccc(N(CC(=O)NCCc2ccc(C)cc2)S(=O)(=O)c2c(C)noc2C)cc1

assay / entry,31,32,33,34,35,36,37,38,39,40
PAX8 reporter,-52,16,22,21,-9,34,/,79*,-8,-11
Cneo AK release,0,-1,/,-1,-2,-1,7,0,2,1
LGR2 antag,11,-12,8,5,/,-9,14,22,-6,2
EWS-Fli block,-15,15,-42,/,/,3,-14,-11,0,/
PGC1a acetyl inh,-11,/,/,15,-3,8,-24,-8,7,6
miR122 inh,-7,/,/,-5,1,-3[16.7 µM],-4[16.7 µM],-1,/,-12
CASP6 VEID inh,21,4,-39,/,/,0,0,1,/,3
FN deposition inh,-7,-8,-3,3,/,/,/,-8,-3,-4

41	COc1cc2nc(CC(C)C)n(NC(=O)c3ccccc3)c(=O)c2cc1OC
42	C[C@@H]1CN([C@H](C)CO)C(=O)Cc2cc(NC(=O)C3CC3)ccc2O[C@H]1CN(C)Cc1ccncc1
43	Cc1ccc(Cn2cnc3ccccc32)cc1C
44	O=C(C[C@H]1CC[C@@H]2[C@H](COC[C@H](O)CN2CC2CC2)O1)NCc1ccc(Cl)cc1
45	Cc1cc(N2CCOCC2)nc2ccc(NC(=S)N3CCN(c4ccccc4)CC3)cc12
46	COc1ccc(CCNC(=O)CSc2nnc3ccc(-c4ccncc4)nn23)cc1
47	COc1ccc(C#Cc2cnc3c(c2)C(=O)N([C@@H](C)CO)C[C@@H](C)[C@H](CN(C)CC2CCCC2)O3)cc1
48	Cc1cc(Cl)ccc1C(=O)C1CCCN(C(=O)c2ccsc2)C1 (centres undefined)
49	O=C(C[C@@H]1CC[C@@H]2[C@H](COC[C@@H](O)CN2C(=O)c2cccnc2)O1)Nc1ccc(-c2ccccc2)cc1
50	CCCC(=O)Nc1ccc2c(c1)C(=O)N(C)C[C@H](OC)[C@@H](C)CN[C@@H](C)CO2

assay / entry,41,42,43,44,45,46,47,48,49,50
PAX8 reporter,/,10,2,20,-7,-8,/,13,12,-7
Cneo AK release,0,15,17,-1,/,6,7,0,-3,3
LGR2 antag,2,9,-2,4,11,3,/,7,29,7
EWS-Fli block,2,2,-9,-1,27,2,18,/,-9,-3
PGC1a acetyl inh,/,2,-4,-4,/,11,-38,/,1,/
miR122 inh,-9,-2[16.7 µM],4,7[16.7 µM],/,1,-22[16.7 µM],/,5[16.7 µM],1[16.7 µM]
CASP6 VEID inh,7,-3,3,1,-2,2,1,-1,/,-4
FN deposition inh,/,/,0,5,10,4,/,/,-3,-7

51	Cc1cc(C)nc(SC2=CS(=O)(=O)c3ccccc32)n1
52	O=C(NCc1cccs1)c1cnc2ccccn2c1=O
53	CN(Cc1cc2cc(F)ccc2[nH]1)Cc1nc(-c2cnccn2)no1
54	CCc1ccccc1Nc1nc(N)nc(COC(=O)c2c(C)noc2C)n1
55	CCCC(=O)Nc1ccc2c(c1)OC[C@@H](C)N(CCc1ccccc1)C[C@H](C)[C@@H](OC)CN(C)C2=O

assay / entry,51,52,53,54,55
PAX8 reporter,47,/,18,2,/
Cneo AK release,1,/,3,2,/
LGR2 antag,/,-23,0,12,-4
EWS-Fli block,/,-4,6,1,1
PGC1a acetyl inh,/,2,/,-9,-46
miR122 inh,34,5,1,/,-6[16.7 µM]
CASP6 VEID inh,/,-1,1,6,/
FN deposition inh,-3,/,/,-3,8

From PubChem BioAssay

No enrichment for hits; any-hit rate near 2.5%.
